Polio RdRp inh: poliovirus RNA polymerase inhibition | P03300 | poliovirus polymerase elongation, fluorescence polarization; stronger effect = lower value | % elongation, % (compound at 16.7 µg/mL) | 150,000 compounds, 0.66% hits; in the data active = % elongation below about 90%; note: some results filed as inactive read as strong as hits
Target sequence (P03300 1749-2209 limits assumed): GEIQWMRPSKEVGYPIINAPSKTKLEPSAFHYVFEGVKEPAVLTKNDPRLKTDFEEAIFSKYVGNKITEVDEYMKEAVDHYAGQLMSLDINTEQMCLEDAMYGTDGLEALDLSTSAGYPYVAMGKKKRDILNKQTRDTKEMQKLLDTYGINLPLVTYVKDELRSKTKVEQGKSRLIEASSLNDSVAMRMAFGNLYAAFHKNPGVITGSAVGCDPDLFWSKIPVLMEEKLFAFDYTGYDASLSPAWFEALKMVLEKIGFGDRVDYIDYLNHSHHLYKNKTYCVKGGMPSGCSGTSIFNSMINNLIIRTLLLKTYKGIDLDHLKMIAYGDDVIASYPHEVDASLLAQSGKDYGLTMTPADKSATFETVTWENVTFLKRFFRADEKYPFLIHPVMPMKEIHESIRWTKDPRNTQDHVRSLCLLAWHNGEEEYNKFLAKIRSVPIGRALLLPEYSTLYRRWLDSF
Polio RdRp inh FP z-score: second read-out of Polio RdRp inh, no call of its own (marks repeat the call); z-score; measured here: FP z-score; hits read low
* hit, by the source's call. Only part of the results is shown (hit frequency here may not be typical).

Each structure is followed by: Polio RdRp inh, Polio RdRp inh FP z-score
Cc1ccc(C(C)C)cc1S(=O)(=O)Nc1ccccn1
 : 100, -0.2
Cc1ccc(Nc2c(-c3cccnc3)nc3ccc(C)cn23)cc1
 : 110, 0.3
COc1ccc(S(=O)(=O)Nc2cccc(-c3ccc(N4CCCC4)nn3)c2)cc1OC
 : 108, 0.5
COc1ccc(N2CCN(C(=O)CCc3c(C)nc4cc(-c5cccc(F)c5)nn4c3C)CC2)cc1
 : 103, -1
CC1CC(C)CN(Cc2nc3c(c(=O)n(C)c(=O)n3C)n2CC(N)=O)C1 (stereo unspecified)
 : 104, 0.8
CCNc1nc(F)cc(=O)[nH]1
 : 102, 0.2
CCOC(=O)CC(C)(O)c1ccccc1 (stereo unspecified)
 : 100, 0.1
COc1ccc2[nH]c(C(=O)O)c(CCC(=O)O)c2c1
 : 100, 0.1
O=C(NCC(c1cccnc1)N1CCc2ccccc21)c1cccc(C(F)(F)F)c1 (stereo unspecified)
 : 109, 0.2
O=C(CCn1c(=O)oc2ccccc21)NCCC1=CCCCC1
 : 102, 0.1
Cc1[nH]c2ccccc2c1C(=O)Cn1nnc(-c2cccc(C(F)(F)F)c2)n1
 : 103, 0.6
CCCC1=C(C(=O)OCC)C(c2cc(Br)c(O)c(OC)c2)NC(=O)N1 (stereo unspecified)
 : 108, 0.5
NC(=O)Nn1c(CCC(=O)O)ccc1-c1ccc(Cl)cc1
 : 102, 0
O=C(O)c1ccc(N2CCCC2=O)cc1
 : 100, -0.2
Cc1ccc(NC(=O)CCCn2c(=O)c3cccn3c3ccccc32)c(C)c1
 : 99, -1.4
CCCc1cc(=O)[nH]c(N/N=C/C=C\c2ccccc2)n1
 : 102, 0.6
O=S(=O)(c1cccs1)N1CCN(c2ccccc2Cl)CC1
 : 102, 0.4
Cc1ccc(C)c(S(=O)(=O)c2nnn3c2nc(N2CCCC2)c2sccc23)c1
 : 108, 0.2
CCCc1ccccc1OCCNC(=O)c1cc(=O)n(C)c(=O)n1C
 : 102, 0.3
OCCNC(=S)Nc1ccc(Oc2ccccc2)cc1
 : 101, 0.2
Cc1oc(N)c(S(=O)(=O)/C(C#N)=C/c2cc(Cl)cc(Cl)c2)c1C
 : 117, 2.3
CCNC(=O)N(Cc1ccccc1)Cc1cccnc1
 : 101, -0.5
O=C1c2ccccc2S(=O)(=O)N1C(=O)c1cc(F)c(F)c(F)c1F
 : 100, -0.8
CC(C)c1ccccc1NC(=O)COC(=O)c1ccc(N)cc1
 : 103, 0.5
Cc1cc(C)c2[nH]c(C)c(CN(C)C3CCCCC3)c(=O)c2c1
 : 100, -0.2
Cn1cc(S(=O)(=O)N2CCCCCC2)cc1C(=O)NCc1ccc(F)cc1
 : 99, -1.6
COc1ccc(/C=C2\N=C(SCC(=O)NCc3ccco3)N(c3cc(C)cc(C)c3)C2=O)cc1
 : 104, 0.2
COc1cc(CNC(=O)Cn2c(=O)c3cccn3c3ccc(F)cc32)cc(OC)c1OC
 : 102, 0
O=C(NCCS(=O)(=O)N1CCN(c2ccc(F)cc2)CC1)C(c1ccccc1)c1ccccc1
 : 106, -0.2
N#Cc1c[nH]n2c(NC3CCCC3)c(-c3cccc(Br)c3)nc12
 : 108, 0
Cc1ccc(CC(C#N)Sc2nnc(Cc3ccccc3)o2)cc1 (stereo unspecified)
 : 101, -0.2
CC1C2CC(C(S(=O)(=O)N3CCOCC3)C2=O)C1(C)C (stereo unspecified)
 : 104, 0.1
O=C(NCC(=O)N1CCN(S(=O)(=O)c2ccc3c(c2)OCCCO3)CC1)c1ccccc1
 : 105, 0.3
COc1ccc(N=Cc2ccccc2Br)cn1
 : 78, -7.7
CCc1ccc(NC(=O)C2CCCN(S(=O)(=O)c3c(C)noc3/C=C/N(C)C)C2)cc1 (stereo unspecified)
 : 106, 0.5
C=CCNC(=O)c1ccc2nc(-c3ccco3)c(-c3ccco3)nc2c1
 : 93, -3
CCOC(=O)Cn1c2c(sc1=O)C(c1ccc(Cl)cc1)C1C3CCC(C3)C1S2 (stereo unspecified)
 : 102, -0.1
N#C/C(=C(\O)c1ccco1)c1nc2ccccc2[nH]1
 : 102, 0
Cc1cc(C)c2c3c(oc2n1)C(=O)N(c1cccc(C(F)(F)F)c1)CC(=O)N3
 : 100, -0.2
Cc1[nH]n2c(=O)c3c(nc2c1-c1ccccc1)CCC3
 : 106, 0.4
COc1ccc(S(=O)(=O)Nc2ccc(S(=O)(=O)N3CCCC3)cc2)cc1Cl
 : 99, -0.6
Cc1ccc(S(=O)(=O)Nc2cccc(-c3ccc(N4CCCC4)nn3)c2)c(C)c1
 : 112, 1.5
CCOc1ccccc1C(=O)N(Cc1cc(OC)c(OC)c(OC)c1)c1ccccn1
 : 103, -0.2
CC(C)(C)OC(=O)N1CCN(S(=O)(=O)c2ccc(N3C(=O)CC4(CCCC4)C3=O)c(Cl)c2)CC1
 : 105, 1.1
O=C(CN1C(=O)C2(SCC(=O)N2c2ccc(F)c(F)c2)c2ccccc21)Nc1ccccc1F (stereo unspecified)
 : 110, 0.5
O=C(c1csc(Nc2ccccc2Cl)n1)N1CCCC1
 : 100, -0.4
Cc1cc(C)c2nc(/N=C(\N)NC(=O)C(C)(C)C)nc(C)c2c1
 : 104, 0.3
Cc1ccsc1C(=O)OCc1nc2sc3c(c2c(=O)[nH]1)CCCC3
 : 104, 0.5
O=C(N/C(C(=O)N1CCOCC1)=C(\Sc1ccccn1)c1ccccc1)c1ccccc1
 : 104, 0.2
Cc1cc(C)nc(SC2=C(N3CCC(C)CC3)C(=O)N(Cc3ccccc3)C2=O)n1
 : 93, -1.4
Cc1ccc2nc(NC(=O)Nc3ccccc3)sc2c1
 : 101, 0
CC(C)CNCC1COC2(CCCCC2)O1 (stereo unspecified)
 : 102, 0.6
Cc1nnsc1C(=O)NC(=O)Nc1cc(Cl)cc(Cl)c1
 : 111, 1.2
CN(C)C(=O)c1ccc(S(=O)(=O)NCc2ccc(Cl)cc2)s1
 : 99, -1.6
CC(=O)Nc1cccc(NC(=O)C(=O)NCCc2sc(-c3ccccc3)nc2C)c1
 : 104, -0.7
O=C(CCn1c(=S)[nH]c2ccsc2c1=O)NCCc1ccc(Cl)cc1
 : 101, -0.3
O=C(COC(=O)C1CCC1)NC12CC3CC(CC(C3)C1)C2
 : 100, -0.8
CCOc1cccc(C(c2c(C)n(C)n(-c3ccccc3)c2=O)c2c(C)n(C)n(-c3ccccc3)c2=O)c1OC
 : 105, 0
CC(C)CCN1CCC(CNS(=O)(=O)c2csc(C(N)=O)c2)CC1
 : 99, -1.1
CC1CCCC(NC(=S)NC(=O)C2CC2)C1C (stereo unspecified)
 : 106, -0.1

Exported comma-delimited: 3 of the compounds above.
structure,Polio RdRp inh,Polio RdRp inh FP z-score
Cc1ccc2nc(NC(=O)Nc3ccccc3)sc2c1,101,0
CC(C)CNCC1COC2(CCCCC2)O1 (stereo unspecified),102,0.6
Cc1nnsc1C(=O)NC(=O)Nc1cc(Cl)cc(Cl)c1,111,1.2

(next part)
Each structure is followed by: Polio RdRp inh, Polio RdRp inh FP z-score
COc1ccc(OC)c(CNC(=O)CN2C(=O)CCn3nc(-c4cn(C)c5ccccc45)cc32)c1
 : 110, 0.8
O=S(=O)(NCCc1csc2nc(-c3ccc(Cl)cc3)nn12)c1ccc2c(c1)OCCO2
 : 113, 1.3
Cc1cc(S(=O)(=O)N2CCCC2)ccc1OCC(N)=O
 : 101, -0.2
CCCCNC(=O)CC1Nc2cc(C)c(C)cc2NC1=O (stereo unspecified)
 : 108, -0.4
Cc1ccc(C(=O)NCC(=O)O)cc1S(=O)(=O)N1CCCCC1
 : 105, 0.7
CC[n+]1ccc(C)c2cc(C(F)(F)F)ccc21
 : 101, 0
NC(=O)Cn1ccn(Cc2ccc(Cl)cc2)c(=O)c1=O
 : 104, 1
CCc1ccc(NC(=O)CC2C(=O)N(c3cccc(C)c3)C(=O)N2CCC(C)C)cc1 (stereo unspecified)
 : 107, -0.1
NCCc1nc(-c2ccccc2)cs1
 : 103, 0.4
Cn1ccsc1=NC(=O)c1cccnc1
 : 104, 0
CC1=C/C(=N\S(=O)(=O)c2ccccc2)C=CC1=O
 : 103, 0.6
CCCCOC(=O)c1ccc(Nc2nc3ccc(C(=O)c4ccccc4)cc3n3cnnc23)cc1
 : 112, 1.1
CC(NC(=O)Cn1nnc(-c2cccc(C(F)(F)F)c2)n1)c1ccccc1 (stereo unspecified)
 : 104, 0.9
Cc1oc(C(C)(C)C)c(CN2CCCC2)c1C(=O)O
 : 101, -0.2
CCCCn1c(C)c(C(=O)O)c2cc(OC)ccc21
 : 104, 0.4

No new results follow: six of the compounds above.
Each structure is followed by: Polio RdRp inh, Polio RdRp inh FP z-score
Cn1ccsc1=NC(=O)c1cccnc1
 : 104, 0
CC1=C/C(=N\S(=O)(=O)c2ccccc2)C=CC1=O
 : 103, 0.6
CCCCOC(=O)c1ccc(Nc2nc3ccc(C(=O)c4ccccc4)cc3n3cnnc23)cc1
 : 112, 1.1
CC(NC(=O)Cn1nnc(-c2cccc(C(F)(F)F)c2)n1)c1ccccc1 (stereo unspecified)
 : 104, 0.9
Cc1oc(C(C)(C)C)c(CN2CCCC2)c1C(=O)O
 : 101, -0.2
CCCCn1c(C)c(C(=O)O)c2cc(OC)ccc21
 : 104, 0.4

(listing goes on)
Each structure is followed by: Polio RdRp inh, Polio RdRp inh FP z-score
CC(C(=O)NCc1ccccc1F)n1ccc2cc(S(=O)(=O)N3CCCC3)ccc21 (stereo unspecified)
 : 113, 1
CC(=O)NC1C(=O)N(CCOc2ccccc2)c2ccccc21 (stereo unspecified)
 : 100, -0.9
Cc1ccc2c(CC(=O)N3C(=O)c4cccc(N)c4C3=O)coc2c1
 : 98, -0.4
CCOc1ccc(Sc2cc(C(=O)NC(C)c3ccccc3)c3ccccc3n2)cc1 (stereo unspecified)
 : 109, -0.4
Cc1oc2cc(O)ccc2c(=O)c1-c1ccc(Br)cc1
 : 102, 0
Cc1cc(=O)cc(C)n1-c1ccc2c(c1)nc(C)n2-c1ccccc1
 : 102, -0.2
COC(=O)C1(C#N)C(C)(C)C1(C#N)C(=O)OC (stereo unspecified)
 : 100, 0.2
N#CCC(=O)NC1CC1
 : 103, 0.7
O=C(NCC1(c2ccccc2)CCOCC1)c1ccc(Br)cc1
 : 104, 0.7
Nc1nonc1-n1nnc(C(=O)N=Nc2c(O)[nH]c3ccc(Br)cc23)c1-c1ccccc1
 : 102, 0
COc1cc(C(c2c(O)c3ccccc3oc2=O)c2c(C)n(C)n(-c3ccccc3)c2=O)ccc1OCC(=O)O (stereo unspecified)
 : 107, 0.6
CCc1ccc(NC(=O)CC2C(=O)N(c3ccc(C)cc3)C(=O)N2C2CCCC2)cc1 (stereo unspecified)
 : 99, -0.7
CN(C)C(=O)CSc1ncnc2ccccc12
 : 102, 0
FC(F)(F)c1cc(-c2cccs2)n[nH]1
 : 104, 1.3
O=C(NCc1ccccc1)c1cc2sccc2n1Cc1ccc(F)cc1
 : 109, 1.3
Cn1nnc2cc(C(=O)N(CCO)c3ccccc3)ccc21
 : 105, 0.7
CC1CCc2nn(CC(=O)N3CCN(C(=O)c4ccco4)CC3)cc2C1 (stereo unspecified)
 : 106, 1.6
O=C(c1c(O)c2ccccc2oc1=O)C1CCC1
 : 102, 0.3
N/C(=N\O)c1cn(CCOc2ccccc2Cl)c2ccccc12
 : 106, 1
CCCCOc1ccc(C(=O)N(Cc2ccc(C(C)C)cc2)C2CCS(=O)(=O)C2)cc1 (stereo unspecified)
 : 104, -0.3
Cc1nc(NCC2CCCO2)c2nnn(Cc3c(F)cccc3Cl)c2n1 (stereo unspecified)
 : 101, -0.6
COc1cc(C(=O)NCC(c2ccc3c(c2)OCO3)N2CCOCC2)cc(OC)c1OC (stereo unspecified)
 : 105, -0.6
Cc1noc(C)c1S(=O)(=O)N1Cc2ccccc2CC1C(=O)O (stereo unspecified)
 : 99, -1.2
C=CCN(CC=C)C(=O)c1csc(Nc2ccc(OC)cc2)n1
 : 99, -0.5
Cc1c(C=Nc2ccc(S(=O)(=O)N(C)C)cc2)c(O)n(C)c(=O)c1C#N
 : 104, 0.1
CC(C)(CO)NC12CC3CC(CC(C3)C1)C2
 : 99, -0.4
Cc1cc(C(=O)CSc2nc(N)nc(N)n2)c(C)n1CCC1=CCCCC1
 : 102, -0.1
CC(C)(C)c1cc(C(=O)N(CCO)CCO)cc(C(C)(C)C)c1
 : 104, 0.3
O=C(O)c1ccc(Nc2cnn(C34CC5CC(CC(C5)C3)C4)c(=O)c2Cl)cc1
 : 97, -2.6
O=C1C2C(C(=O)N1/N=C/c1ccccc1)C1C=CC2C12CC2 (stereo unspecified)
 : 102, 0.7
CC1=C/C(=N/NC(=O)c2nc3ccccn3c2C)CC(C)(C)C1
 : 105, 0.3
c1ccc2c(c1)CC(CN1CCNCC1)O2 (stereo unspecified)
 : 101, 0
Cc1ccc(-c2nnc3ccccc3c2C(=O)Nc2ccc(F)cc2)cc1
 : 112, 1
CSc1ncc(C(=O)Nc2ccccc2C(=O)c2ccccc2)c(C(F)(F)F)n1
 : 109, 0.6
c1ccc2c(c1)OCC(CNc1ncnc3nc[nH]c13)O2 (stereo unspecified)
 : 100, -0.6
CC1(C)CC(=O)C2=C(C1)Nc1ccccc1N(C(=O)c1ccccc1)C2c1ccccc1 (stereo unspecified)
 : 105, 0.1
CC(C)(C)Nc1ncnc2c1cnn2-c1ccc(Cl)cc1
 : 103, 0.4
CC(C)CCNC(=O)c1nnc(Cc2ccc(Cl)cc2)o1
 : 103, 0.3

Bioassay records as filed in PubChem.
